Screens as filed in PubChem BioAssay.
EBI2 block: EBI2 (human) antagonism; EBI2 beta-arrestin recruitment, luminescence, 7a,25-OHC stimulated; inhibition, % at 5 µM; hit rate 0.81% among 360,000; AID 651636; in the data active = inhibition above about 38%;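 also: enzyme fragment complementation signal reports receptor beta-arrestin coupling in cells; 0% = agonist plus DMSO wells and 100% = wells without agonist; some results beyond the cut were filed as inactive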
Target sequence (P32249 whole entry, looked up, the tested form may be a part): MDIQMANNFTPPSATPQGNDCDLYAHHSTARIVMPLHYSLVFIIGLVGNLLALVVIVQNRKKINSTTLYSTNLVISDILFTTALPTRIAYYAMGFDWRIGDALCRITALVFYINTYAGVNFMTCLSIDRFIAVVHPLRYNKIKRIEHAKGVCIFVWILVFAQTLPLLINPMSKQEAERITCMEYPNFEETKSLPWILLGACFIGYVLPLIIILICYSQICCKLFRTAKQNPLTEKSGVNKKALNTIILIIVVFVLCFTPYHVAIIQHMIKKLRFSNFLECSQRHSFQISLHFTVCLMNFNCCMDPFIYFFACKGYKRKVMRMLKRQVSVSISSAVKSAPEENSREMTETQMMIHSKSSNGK
APOBEC3G inh: APOBEC3G (human) deaminase inhibition. AID 493012. Q9HC16. recombinant A3G, ssDNA deamination FAM/TAMRA fluorescence. hit rate 0.28% among 330,000. inhibition, % at 20 µM;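 active = inhibition of at least 40% at 20 µM, with no more than 30% in the related APOBEC3A deaminase screen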;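 also: plate controls were DMSO wells with A3G for no effect and wells lacking A3G enzyme for full effect; some compounds called inactive have numbers as strong as hits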
CXCR6 inh: inhibitors of human CXCR6 receptor | O00574 | CHO-K1 PathHunter CXCR6 beta-arrestin, luminescence | inhibition, % at 20 µM | hit rate 0.36% among 360,000; in the data active = inhibition above about 34%, passing the limit was not always enough;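 also: antagonist mode with CXCL16 agonist at 10 nM final; 0% = 10 nM CXCL16 with DMSO and 100% = unstimulated wells without agonist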
Target sequence (O00574 whole entry, looked up): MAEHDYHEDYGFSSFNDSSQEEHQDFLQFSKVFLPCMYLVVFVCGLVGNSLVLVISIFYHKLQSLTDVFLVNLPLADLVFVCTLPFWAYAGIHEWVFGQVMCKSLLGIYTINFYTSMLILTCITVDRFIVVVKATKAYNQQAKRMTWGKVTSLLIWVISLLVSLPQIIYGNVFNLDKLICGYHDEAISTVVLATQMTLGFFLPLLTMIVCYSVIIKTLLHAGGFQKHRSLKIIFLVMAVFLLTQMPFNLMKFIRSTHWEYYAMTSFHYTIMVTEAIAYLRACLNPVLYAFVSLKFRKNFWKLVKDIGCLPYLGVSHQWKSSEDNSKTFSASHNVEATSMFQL
MPTP inh: blocks calcium-induced mitochondrial swelling | isolated mouse mitochondria, Ca2+ swelling absorbance, 30 min | hit rate 1.4% among 360,000 | inhibition, % at 10 µM;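 active = inhibition of 50% or more, scaled per plate between neutral and stimulator controls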;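 also: 0% = DMSO wells given calcium and 100% = 1 mM EGTA wells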
APOBEC3A inh: blocks human APOBEC3A ssDNA deamination | P31941 | AID 493011 | hit rate 0.41% among 330,000 | recombinant A3A, FAM/TAMRA ssDNA deamination fluorescence | inhibition, % at 20 µM;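 active = at least 40% inhibition at 20 µM here, with at most 30% in a related deaminase screen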;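 also: plate controls were A3A with DMSO for no effect and wells lacking A3A enzyme for full effect; some results filed as inactive read as strong as hits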
Target sequence (P31941 whole entry, looked up): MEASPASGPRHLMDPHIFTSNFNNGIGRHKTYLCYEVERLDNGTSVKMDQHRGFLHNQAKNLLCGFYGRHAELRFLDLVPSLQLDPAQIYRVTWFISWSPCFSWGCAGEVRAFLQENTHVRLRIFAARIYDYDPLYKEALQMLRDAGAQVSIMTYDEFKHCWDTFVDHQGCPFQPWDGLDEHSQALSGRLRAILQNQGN
CCR6 antag: CCR6 (human) receptor antagonism; AID 493098; inhibition, % at 20 µM; CHO-K1 CCR6 PathHunter beta-arrestin, luminescence, CCL20-stimulated; hit rate 0.49% among 340,000; P51684;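 active = compounds whose inhibition of the agonist-driven luminescence signal at 20 µM reaches about 50%, limit read from the data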;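 also: cells stimulated with CCL20 at 14 nM final; plate controls were DMSO with CCL20 for no effect and DMSO without agonist for full effect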
GRIN3A LBD mod: NR3A (human) ligand-binding domain modulation. hit rate 2.5% among 340,000. NR3A LBD differential scanning fluorimetry, Tm shift; 0% = protein alone, 100% = glycine-bound protein. AID 1259313. Tm shift relative to glycine control, % at 25 µM;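 active = melting temperature shift of at least 10% of the positive control shift, at one fixed dose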
Gli-Sufu antag: antagonists of Gli-Sufu signaling | hit rate 0.74% among 340,000 | Sufu-KO-LIGHT fibroblasts, Gli luciferase reporter luminescence | AID 588413 | inhibition, % at 5 µM;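 active = inhibition above about 55%, limit read from the data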;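 also: 0% = DMSO-treated cells and 100% = wells with medium but no cells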
* = called active by the depositor; · = no result given.

SMILES | EBI2 block | APOBEC3G inh | CXCR6 inh | MPTP inh | APOBEC3A inh | CCR6 antag | GRIN3A LBD mod | Gli-Sufu antag
O=C(O)/C=C/C(=O)c1ccc(O)cc1 | -15 | -4 | 4 | 1.3 | -1 | 4 | 0 | 4
O=C(CSc1nc2ccccc2c(=O)n1Cc1ccc(F)cc1)NCc1cccs1 | 7 | 0 | -2 | 5.6 | 2 | 21 | -4 | 6
COc1cccc(NC(=O)COc2ccc(C)cc2)c1 | 5 | -2 | -4 | -2.2 | 2 | -10 | 1 | 9
C(=N\n1cnnc1)/c1ccc(OCc2cccc3ccccc23)cc1 | -7 | -3 | -27 | -3.1 | -1 | -16 | -9 | -9
COc1cnc(-c2ccccc2)nc1Oc1cccc(C)c1 | 3 | -9 | 3 | 0.6 | -5 | 13 | 1 | -6
CC(C)OC(=O)CSc1nc(-c2ccc(F)cc2)cc(C(F)(F)F)n1 | 9 | 0 | 6 | -0.8 | 2 | 27 | 1 | 5
CCc1ccc(NC(=O)CNCc2ccc(OC)c(OC)c2)cc1 | 3 | 1 | 0 | 1.2 | 0 | 8 | 1 | -23
Cc1nc2c(-c3ccc(F)cc3)c(C)nn2c(C)c1CCC(=O)N1CCN(c2ccc(F)cc2)CC1 | 7 | -9 | 2 | 1.4 | -2 | 2 | 0 | 6
CCn1c(SCC(=O)NC2CCCC2)nnc1-c1c[nH]c2ccccc12 | -2 | -1 | 1 | -1.7 | 0 | 13 | -2 | 9
CCOC(=O)C1=C(C)N=c2s/c(=C\C(=O)OC)c(=O)n2C1c1ccc(OC)cc1 (centres undefined) | 7 | -6 | -11 | -4.1 | -7 | 12 | -2 | 11
CC1=CC(C)(C)N(C(=O)CN2C(=O)c3ccccc3C2=O)c2ccccc21 | -1 | -7 | 1 | 0.4 | -4 | -2 | 12* | 16
CC12CCC(=O)N1C(C(=O)Nc1cccc(F)c1)CS2 (centres undefined) | -1 | -7 | 10 | -0.5 | 0 | 4 | -1 | ·
COc1cc(SC)ccc1C(=O)Nc1ccccc1 | 7 | -9 | 2 | 0.4 | 2 | 5 | 5 | -46
COc1ccc(NC(=O)N2CCCC2C(=O)NCCc2ccccc2)cc1 (centres undefined) | 3 | -8 | 7 | -0.2 | -6 | 6 | 2 | -14
O=C(O)[C@H](Cc1ccccc1)NC(=O)N1CCCCCC1 | -10 | -9 | 2 | 0.9 | -2 | -4 | 0 | 8
CC(C)NC(=O)c1ccc(COc2cc(Cl)ccc2Cl)o1 | 2 | -4 | -1 | 0.5 | 1 | 12 | 2 | -6
COCc1cc(C)nc(Nc2cc(C)ccc2C)c1C#N | 3 | -5 | 4 | -0.3 | -3 | 13 | 1 | -10
O=C(Oc1cccnc1)c1ccc([N+](=O)[O-])cc1Cl | -59 | -3 | -7 | 0.8 | 2 | -28 | -4 | -3
O=C(C=Cc1ccco1)c1ccc([N+](=O)[O-])cc1 | 2 | · | -10 | -0.1 | · | -10 | 0 | -6
Cc1cc(=O)[nH]c(N2CCN(C(c3ccccc3)c3ccccc3)CC2)n1 | 2 | -11 | -4 | 2.0 | -2 | 16 | 0 | 1
C=CCNC(=O)COC(=O)c1ccccc1C(=O)N(C)C1CCCCC1 | 7 | 3 | -6 | 0.5 | 1 | 20 | 0 | 0
COc1ccccc1CN(C)C(=O)CN1CCN(CC(=O)Nc2ccccc2Cl)CC1 | -1 | 2 | 3 | -0.4 | 4 | -1 | 0 | 21
COc1ccc(C2SCC(=O)N2c2ccccc2)cc1 (centres undefined) | -2 | -7 | -2 | -0.3 | -1 | 3 | -1 | -2
COc1ccc(CN2CCNC(=O)C2CC(=O)NC2CCCCC2)c(OC)c1 (centres undefined) | 6 | 6 | -1 | -2.3 | -1 | 2 | 1 | 3
COc1ccc(Cc2nc3ccc(S(N)(=O)=O)cc3[nH]2)cc1OC | · | -1 | · | · | -5 | 7 | 2 | -1
O=C(CC(=O)c1ccccc1)Nc1ccc([N+](=O)[O-])cc1 | 7 | · | 14 | 38 | · | 34 | 20* | -17
COc1ccc(OCCCc2c(C)n[nH]c2C)cc1 | -3 | -8 | -10 | -0.2 | -1 | -12 | 2 | 5
O=C(Nc1ccc(S(=O)(=O)N2CCOCC2)cc1)c1cccc([N+](=O)[O-])c1 | 0 | -8 | 10 | 0.6 | -7 | -5 | 9 | 12
O=C(Nc1ccccc1Oc1ccccc1)C1CC1 | -4 | -8 | 8 | -0.8 | -2 | 11 | 0 | 14
COC(=O)c1cc(CNC(=O)c2cccc(Cl)c2)ccc1OC | -5 | -4 | 6 | -0.3 | -3 | 10 | -8 | 8
COc1cccc(NC(=O)C(c2ccccc2)N2CCN(c3ccccn3)CC2)c1 (centres undefined) | 12 | -14 | 3 | -0.4 | 0 | 0 | 2 | 6
COc1cccc(-n2c(Cc3cc(=O)[nH]c(=O)[nH]3)nnc2SCc2cccc(C(F)(F)F)c2)c1 | 1 | -4 | 1 | 8.5 | -2 | 2 | -1 | ·
O=C(O)C1CCCN(S(=O)(=O)c2ccc3c(c2)OCCO3)C1 (centres undefined) | -1 | -8 | 4 | -1.5 | -3 | -5 | -2 | 1
Clc1ccc(OCc2nc3ccccc3[nH]2)cc1 | 3 | -1 | 2 | -0.2 | 1 | 5 | 0 | -89
CCc1ccccc1NC(=O)/C(=C/c1ccccc1)c1ccccc1 | 20 | -7 | 12 | -0.1 | 6 | 14 | 2 | 10
CC(C)=CC(=O)OCC(=O)Nc1cc([N+](=O)[O-])ccc1F | 2 | -5 | 6 | -0.2 | 0 | -15 | -6 | -2
CS(=O)(=O)N(Cc1ccc(Cl)cc1)c1ccc(C(=O)N/N=C/c2cc3ccccc3nc2Cl)cc1 | 22 | -2 | 4 | -1.2 | 3 | 16 | 10* | 9
CC(C)COc1ccc(C(=O)Nc2cc(S(=O)(=O)N3CCOCC3)ccc2N2CCCC2)cc1 | 0 | -8 | 7 | 0.2 | -5 | -4 | 0 | -7
Cn1cccc1C(=O)OCC(=O)NCc1cccs1 | -6 | -4 | 3 | -1.4 | -2 | 14 | 2 | 4
Cc1ccc(NC(=O)Cn2nnc(C(=O)NCc3ccccc3)c2N)cc1C | -4 | -5 | -3 | 3.8 | 0 | -7 | 26* | 10
Cc1ccc(C(O)c2ccc(-n3ccnc3)cc2)cc1 (centres undefined) | 7 | -11 | 0 | 0.1 | -3 | 2 | -1 | 5
CCc1ccccc1NC(=O)CCN1C(=O)c2ccccc2C1=O | -4 | -1 | 1 | 0.8 | 1 | -10 | -5 | -1
CCCn1c2c(c(O)c(C(=O)Nc3ccccc3)c1=O)CCCC2 | -5 | -6 | -3 | 2.6 | -2 | -4 | -1 | 2
C/C(=N\NC(=O)Cc1ccccc1)c1cccnc1 | -10 | -11 | 1 | -0.4 | -4 | -8 | -24 | -7
O=c1cc(C(F)(F)F)[nH]c2ccccc12 | -9 | -7 | 2 | 1.0 | -3 | 8 | 1 | 8

For reference, some entries already given.
SMILES | EBI2 block | APOBEC3G inh | CXCR6 inh | MPTP inh | APOBEC3A inh | CCR6 antag | GRIN3A LBD mod | Gli-Sufu antag
COc1cccc(NC(=O)C(c2ccccc2)N2CCN(c3ccccn3)CC2)c1 (centres undefined) | 12 | -14 | 3 | -0.4 | 0 | 0 | 2 | 6
COc1cccc(-n2c(Cc3cc(=O)[nH]c(=O)[nH]3)nnc2SCc2cccc(C(F)(F)F)c2)c1 | 1 | -4 | 1 | 8.5 | -2 | 2 | -1 | ·
O=C(O)C1CCCN(S(=O)(=O)c2ccc3c(c2)OCCO3)C1 (centres undefined) | -1 | -8 | 4 | -1.5 | -3 | -5 | -2 | 1

(continued)
SMILES | EBI2 block | APOBEC3G inh | CXCR6 inh | MPTP inh | APOBEC3A inh | CCR6 antag | GRIN3A LBD mod | Gli-Sufu antag
O=C(Nc1ccc(F)cc1)N1CCN2C(=O)c3ccccc3C12c1ccccc1 (centres undefined) | -1 | -7 | 2 | -0.7 | -3 | 5 | -3 | 12
CC1CCN(S(=O)(=O)c2ccc(C(=O)N3CCCCC3C(=O)O)cc2)CC1 (centres undefined) | -11 | -2 | -4 | -0.3 | 0 | -1 | 1 | -5
O=C(COC(=O)/C=C/c1ccc(S(=O)(=O)N2CCOCC2)cc1)NCc1ccc(F)cc1 | -5 | -9 | 1 | 0.3 | 2 | 16 | -2 | 2
COc1ccc(C(=O)N(c2ccccc2)C2C=CS(=O)(=O)C2)cc1 (centres undefined) | -2 | -3 | 2 | 0.1 | 0 | 6 | -15 | -7
COc1ccc(OC)c(C2c3[nH]c4ccccc4c3C[C@H]3C(=O)N(C4CC4)CC(=O)N23)c1 (some centres undefined) | -10 | -4 | -1 | -0.6 | 3 | -4 | 0 | -2
CNC(=S)Nc1ccc(N2CCN(c3ccc(C(F)(F)F)cn3)CC2)nc1 | -2 | -6 | -11 | 6.2 | 2 | 8 | -1 | 23
Cc1ccc(C)c(OCC(=O)N(Cc2ccccc2)c2c(N)n(Cc3ccccc3)c(=O)[nH]c2=O)c1 | 1 | · | 2 | 0.7 | · | -1 | 0 | 5
COc1ccc(C(=O)OCC[N+]2(C)CCCCC2)cc1 | 0 | 12 | -4 | -0.8 | 64* | 2 | 2 | -4
O=S(=O)(c1ccccc1)N1CCN(C2CCCCCCC2)CC1 | 0 | 2 | -5 | -3.1 | 6 | 12 | -1 | 6
CNCCCOc1ccc(Cl)cc1C(C)(C)C | -12 | -1 | 0 | 91* | 3 | 4 | 0 | 18
COc1ccc(CC(=O)Nc2cc(C)ccn2)cc1OC | -9 | -3 | -15 | -0.7 | 5 | -3 | -1 | 4
CCCCCCCNC(=O)C1(CC2CC(c3cccc(Br)c3)=NO2)CCN(C(=O)OC(C)(C)C)CC1 (centres undefined) | 16 | -4 | 15 | 0.8 | 3 | 16 | -3 | 11
O=C(Nc1ccncc1)Nc1cc(Cl)ccc1Cl | 14 | -2 | -7 | 34 | 5 | -3 | 5 | 6
COc1ccccc1S(=O)(=O)NCc1ccc(C(=O)N(C)Cc2ccc(F)cc2)cc1 | 0 | -11 | -4 | -1.1 | -3 | 7 | 1 | -4
CCC(=O)Nc1ccc(Cl)c(NC(=O)c2cccnc2)c1 | 6 | -2 | 2 | 0.4 | -4 | -5 | -3 | -1
CC(=O)NCCn1c(SCC(=O)NCCC(C)C)nc2ccccc2c1=O | -12 | -6 | 6 | 1.5 | -4 | 7 | -1 | -6
O=C(NCC(=O)N(c1ccccc1F)C(C(=O)NCC1CCCO1)c1ccccc1)c1ccco1 (centres undefined) | 4 | 0 | -4 | 0.9 | -1 | -10 | 1 | -6
Clc1ccc(-c2c[n+](Cc3ccc(Cl)cc3Cl)c3n2CCCCC3)cc1 | -6 | -2 | -2 | 18 | 0 | 6 | 0 | 66*
O=C(Oc1cc(=O)oc2ccccc12)c1cccnc1Cl | -2 | -4 | 3 | -0.8 | 0 | 6 | -18 | 24
Cc1ccc(-c2nc3ccc(Cl)cc3c(=O)n2O)cc1 | -1 | -8 | 5 | 2.4 | -5 | 8 | · | -2
COc1ccc(CCC(=O)OCC(=O)Nc2c(C)nn(-c3ccccc3)c2C)cc1 | -7 | -5 | -4 | -1.0 | 7 | 11 | -3 | -13
COc1ccccc1NC(=O)CSc1nn2c(=O)c(C)nnc2s1 | 9 | 0 | -5 | -1.4 | -1 | 12 | -1 | -1
CCC(=O)N(CCc1ccccc1)Cc1cc2cc(OC)ccc2[nH]c1=O | -2 | 0 | -5 | -0.7 | 2 | 21 | 0 | 4
COc1ccc(CCNc2nc(Cl)nc(NC(C)(C)CO)n2)cc1OC | -7 | -6 | -1 | 0.4 | -4 | -12 | -1 | 4
O=C(NCCc1ccc(F)cc1)c1ccc(Cl)c(S(=O)(=O)N2CCOCC2)c1 | 2 | -1 | -5 | -1.4 | 12 | 0 | 5 | 4
O=C(NCc1ccccc1)NC(O)C(Cl)(Cl)Cl (centres undefined) | -11 | -3 | 5 | -0.4 | -2 | 4 | -1 | 7
Cc1cc(Cl)c2oc(C(=O)N(C)Cc3nccn3C)c(C)c2c1 | -2 | 1 | 6 | -0.9 | 3 | 8 | 1 | 10
N#Cc1ccccc1NC(=O)C1CC(=O)N(c2ccc3c4c(cccc24)CC3)C1 (centres undefined) | -3 | -11 | 2 | 2.7 | 0 | -16 | 0 | 2
